TRPC4 potent = TRPC4 (mouse) allosteric potentiation; HEK293 TRPC4beta/mu-opioid, DAMGO EC20, Fluo-4 Ca2+ flux; stronger effect = higher value; B-score at 10 µM; 310,000 compounds, 0.42% hits; AID 2227;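 active = B-score of calcium response area above 5 SD of library B-scores, with initial fluorescence ratio within 5 SD of library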;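 note: B-score of integrated fluorescence ratio over time as area under calcium response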
Dyrk1A ADPGlo = inhibitors of rat Dyrk1A kinase | inhibition, % at 12.5 µM | Q63470 | ADP-Glo luminescence, NFATc1 peptide | 310,000 compounds, 0.43% hits; in the data active = inhibition above about 50%;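 note: plate controls were vehicle with enzyme for no effect and no enzyme for full effect; many of its hits are not listed in these tables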
KCNK3 inh = human KCNK3 channel inhibition, primary screen. O14649. CHO-KCNK3 thallium flux, FluxOR fluorescence; stronger effect = lower value. B-score at 10 µM. 340,000 compounds, 0.84% hits. AID 602410;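 active = B-score under library mean minus 4 SD, starting fluorescence ratio at most library mean plus 5 SD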;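 note: more negative B-score means stronger inhibition of thallium flux through KCNK3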
HDAC3 inh = inhibitors of human histone deacetylase 3; inhibition, % at 8.3 µM; O15379; 320,000 compounds, 0.15% hits; recombinant HDAC3, fluorogenic peptide/trypsin coupled, fluorescence; in the data active = inhibition above about 26%, passing the limit was not always enough
KCNQ1 block = inhibitors of human KCNQ1 potassium channel. P51787. CHO-K1 KCNQ1, FluxOR thallium flux fluorescence; stronger effect = higher value. B-score at 10 µM. 310,000 compounds, 1.3% hits;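 active = compounds whose thallium flux B-score, printed positive for inhibition, exceeds three library SD while starting fluorescence stays within three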;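 note: channel opened by potassium depolarization with thallium stimulus after 20 min compound exposure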
KCNK9 block = blocks the human KCNK9 two-pore domain potassium channel. AID 488922. 310,000 compounds, 1.2% hits. B-score at 10 µM. HEK293 KCNK9, FluxOR thallium flux fluorescence; stronger effect = lower value. Q9NPC2;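 active = ratio B-score over 3 SD below the library mean, with starting fluorescence within 5 SD of its mean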;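 note: negative B-score means less thallium flux so channel inhibition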
ANO1 activ = mouse TMEM16A channel activation, primary screen. HEK293 TMEM16A/YFP-H148Q/I152L, iodide quench fluorescence; stronger effect = lower value. Q8BHY3. B-score at 10 µM. 340,000 compounds, 0.3% hits;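 active = fluorescence-ratio B-score plate-corrected deviation score at least 3 library SD below zero, with starting fluorescence score within 5 deviations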;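 note: channel opened by trigger with iodide after compound preincubation; score built on the fluorescence ratio of max minus min over baseline; more negative score means more quench and so TMEM16A activation or potentiation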
TMEM16A inh = blocks the mouse calcium-activated chloride channel TMEM16A. Q8BHY3. HEK293 TMEM16A/YFP iodide influx fluorescence, ionomycin. normalized B-score (activity score, 25-100; higher = stronger inhibition) at 10 µM. 310,000 compounds, 1.2% hits. AID 588511;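 active = ratio plate-corrected score three or more library SD toward inhibition, starting fluorescence score within five deviations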;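 note: score derived from kinetic fluorescence span divided by baseline fluorescence per well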
TRPC4 act = TRPC4 (mouse) channel activation | AID 2237 | Q9QUQ5 | 310,000 compounds, 0.49% hits | HEK293 TRPC4beta/mu-opioid, Fluo4 calcium fluorescence; stronger effect = higher value | B-score at 10 µM;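 active = B-score above 5 SD of library B-scores, and initial fluorescence ratio not above library mean plus 5 SD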;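 note: positive B-score marks a calcium rise read as TRPC4 activation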
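Assay system: HEK293 cells stably co-expressing mouse TRPC4beta and mu-opioid receptor / Timing: Fluo4 dye loading 45 min at room temperature, 110 s recording / Signal: Fluo4 calcium-sensitive dye fluorescence, kinetic, 1 Hz baseline / Read-out: integrated baseline-normalised fluorescence ratio, converted to per-well B score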
hERG rescue = compounds protecting human hERG from proarrhythmic drug block; CHO-hERG, FluxOR thallium flux, dofetilide IC70 present; 310,000 compounds, 0.51% hits; activation (rescue from dofetilide block), less the hit threshold, % at 10 µM;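 active = activation above the mean of controls blocked by dofetilide plus 5 SD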;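 note: thallium influx through hERG after potassium depolarization seen as dye fluorescence rise; in these data hits start at about 4.7%; inactives centre near -7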
Target sequence (Q12809 whole entry, looked up): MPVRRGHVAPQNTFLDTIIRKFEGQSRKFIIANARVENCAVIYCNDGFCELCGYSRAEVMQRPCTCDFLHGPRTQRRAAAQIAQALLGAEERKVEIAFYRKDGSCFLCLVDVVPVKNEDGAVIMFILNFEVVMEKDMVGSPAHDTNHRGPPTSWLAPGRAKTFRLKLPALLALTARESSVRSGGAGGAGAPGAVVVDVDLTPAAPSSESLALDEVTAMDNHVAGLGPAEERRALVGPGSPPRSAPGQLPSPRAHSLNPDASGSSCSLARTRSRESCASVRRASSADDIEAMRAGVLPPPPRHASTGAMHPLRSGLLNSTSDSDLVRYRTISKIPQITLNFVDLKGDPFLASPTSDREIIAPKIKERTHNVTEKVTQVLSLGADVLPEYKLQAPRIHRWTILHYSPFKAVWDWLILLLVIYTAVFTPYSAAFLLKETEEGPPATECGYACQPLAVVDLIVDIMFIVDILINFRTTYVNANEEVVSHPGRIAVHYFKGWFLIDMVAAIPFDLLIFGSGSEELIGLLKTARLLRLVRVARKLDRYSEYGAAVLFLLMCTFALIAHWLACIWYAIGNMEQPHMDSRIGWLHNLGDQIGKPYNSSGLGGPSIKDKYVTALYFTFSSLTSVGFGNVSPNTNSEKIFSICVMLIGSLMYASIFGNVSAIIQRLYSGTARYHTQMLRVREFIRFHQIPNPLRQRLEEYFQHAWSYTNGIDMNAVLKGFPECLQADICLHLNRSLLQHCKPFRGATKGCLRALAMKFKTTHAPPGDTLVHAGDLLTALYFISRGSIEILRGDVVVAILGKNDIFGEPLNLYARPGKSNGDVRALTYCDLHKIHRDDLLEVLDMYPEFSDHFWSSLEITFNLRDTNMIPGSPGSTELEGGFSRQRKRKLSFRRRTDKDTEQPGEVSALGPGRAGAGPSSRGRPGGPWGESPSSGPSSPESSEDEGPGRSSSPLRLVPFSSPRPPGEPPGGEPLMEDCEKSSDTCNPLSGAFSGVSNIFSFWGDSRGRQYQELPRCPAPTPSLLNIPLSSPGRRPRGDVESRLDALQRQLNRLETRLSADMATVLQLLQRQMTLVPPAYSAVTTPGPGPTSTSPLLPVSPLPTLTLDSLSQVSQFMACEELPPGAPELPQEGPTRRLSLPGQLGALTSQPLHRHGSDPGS
KCNQ1 act = potentiates or activates the human KCNQ1 potassium channel | AID 2648 | P51787 | 310,000 compounds, 0.35% hits | B-score at 10 µM | CHO-K1 KCNQ1, thallium flux FluxOR fluorescence; stronger effect = higher value;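 active = fluorescence ratio B-score, a plate-corrected score, at least three library SD, with initial intensity B-score within 5 SD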
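Medium – assay buffer, equal DMSO in all wells · Material – CHO-K1 cell line with stable KCNQ1 potassium channel expression · Signal – kinetic FluxOR thallium fluorescence, 10-s 1-Hz baseline, 110-s post-stimulus read · Compound – single concentration per compound, DMSO matched to controls · Schedule – 37 °C overnight plating, 90-min dark dye load, 20-min compound pretreatment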
* = called active by the depositor; i = inactive; · = not tested or not shown. The list is partial, so the mix of outcomes need not match the whole.

SMILES | TRPC4 potent | Dyrk1A ADPGlo | KCNK3 inh | HDAC3 inh | KCNQ1 block | KCNK9 block | ANO1 activ | TMEM16A inh | TRPC4 act | hERG rescue | KCNQ1 act
O=S(=O)(c1ccc(-c2csc(-c3cccnc3)n2)cc1)N1CCCC1 | i | -2 | i | 13 | i | i | i | i | i | -9 | i
NC(=S)Nc1cc2ccccc2c2ccccc12 | 14* | 39 | i | -24 | i | i | i | i | i | -10 | i
CCOc1cc(CNC2CCCC2)c(Cl)cc1OCC(=O)Nc1ccccc1 | i | -2 | i | -3 | i | i | i | i | i | -7 | i
Cc1cccn2c(=O)c3cc(C(=O)NCc4ccco4)c(=N)n(C4CCCCC4)c3nc12 | i | 2 | i | -71 | i | i | i | i | i | -22 | i
CC(C)C(=O)Nc1cccc(NC(=S)NC(=O)c2ccc([N+](=O)[O-])cc2)c1 | i | -2 | i | 15 | i | i | i | i | i | -13 | i
C/C(=C\C(=O)c1ccccc1)NNc1nc2ccccc2s1 | i | 8 | i | 5 | i | i | i | i | i | -9 | i
Nc1ncnc(NNC(=O)CNC(=O)c2c(F)cccc2Cl)c1[N+](=O)[O-] | i | · | i | 3 | i | i | i | i | i | -3 | i
CC1CCCC(C)N1C(=O)COc1ccc(-c2nnco2)cc1 (centres undefined) | i | 3 | i | -3 | i | i | i | i | i | -3 | i
OCCC1CN(Cc2ccn[nH]2)CCN1Cc1ccc(F)c(F)c1 (centres undefined) | i | 1 | i | -7 | i | i | i | i | i | -15 | i
CCOc1ccc(C(=O)c2cccs2)cc1 | i | -3 | i | 3 | i | i | i | i | i | -3 | i
CCN(CC)C(=O)Cc1cn(C)c2ccccc12 | i | -4 | i | -1 | i | i | i | i | i | -7 | i
COc1ccc(CCNC(=O)c2ccc(=O)[nH]n2)cc1OC | i | 6 | i | -1 | i | i | i | i | i | -3 | i
Cc1ccccc1NC(=O)COC(=O)/C=C/c1cn(-c2ccccc2)nc1-c1cccnc1 | i | 3 | i | -2 | i | i | i | i | i | -10 | i
COc1cc(CNn2c(C)n[nH]c2=S)cc(Br)c1OCC(=O)NC(C)(C)C | i | · | i | 6 | i | i | i | i | i | -11 | i
CCOc1ccc(S(=O)(=O)Nc2ccccc2C(=O)N2CCOCC2)cc1 | i | 1 | i | -4 | i | i | i | i | i | -11 | i
N#Cc1ccc(NC(=O)CCc2ccc(S(=O)(=O)N3CCOCC3)cc2)cc1 | i | 2 | i | -11 | i | i | i | i | i | -9 | i
Cc1ccc(CSc2nc3c(cc2C#N)CCC3)cc1 | i | -11 | i | -1 | i | i | i | i | i | -5 | i
C=CCNC(=O)COC(=O)COc1ccc(Cl)cc1C | i | 13 | i | 1 | i | i | i | i | i | 0 | i
Cc1c(CN2CCc3c([nH]c4ccccc34)C2CC(C)C)cnn1C (centres undefined) | i | · | i | -6 | i | i | i | i | i | -14 | i
COc1ccc(N(CN2C(=O)C3CCCCC3C2=O)C(=O)c2ccco2)cc1 (centres undefined) | i | · | i | -4 | i | i | i | i | i | -2 | i
Cc1ccccc1CSc1nc2[nH]ncc2c(=O)[nH]1 | i | -6 | i | -3 | i | i | i | i | i | -5 | i
CCn1c(SCC(=O)Nc2ccc3c(c2)OCCO3)nnc1-c1ccco1 | i | 5 | i | 1 | i | i | i | i | i | -10 | i
Cc1ccc(SCCCn2cncn2)cc1 | i | -6 | i | -3 | i | i | i | i | i | -3 | i
COc1ccc(N2CCN(C(CNC(=O)OCc3ccccc3)c3ccco3)CC2)cc1 (centres undefined) | i | 4 | i | 0 | i | i | i | i | i | -10 | i
O=C(CSc1nnc(-c2ccc(O)cc2)n1Cc1ccco1)c1cccs1 | i | -1 | i | 2 | i | i | i | i | i | -10 | i

Reprinted from the part before: five entries, followed by the next part.
SMILES | TRPC4 potent | Dyrk1A ADPGlo | KCNK3 inh | HDAC3 inh | KCNQ1 block | KCNK9 block | ANO1 activ | TMEM16A inh | TRPC4 act | hERG rescue | KCNQ1 act
Cc1ccccc1CSc1nc2[nH]ncc2c(=O)[nH]1 | i | -6 | i | -3 | i | i | i | i | i | -5 | i
CCn1c(SCC(=O)Nc2ccc3c(c2)OCCO3)nnc1-c1ccco1 | i | 5 | i | 1 | i | i | i | i | i | -10 | i
Cc1ccc(SCCCn2cncn2)cc1 | i | -6 | i | -3 | i | i | i | i | i | -3 | i
COc1ccc(N2CCN(C(CNC(=O)OCc3ccccc3)c3ccco3)CC2)cc1 (centres undefined) | i | 4 | i | 0 | i | i | i | i | i | -10 | i
O=C(CSc1nnc(-c2ccc(O)cc2)n1Cc1ccco1)c1cccs1 | i | -1 | i | 2 | i | i | i | i | i | -10 | i
C=CCSc1nnc2c(n1)OC(c1ccccn1)N(C(C)=O)c1ccccc1-2 (centres undefined) | i | 4 | i | 1 | i | i | i | i | i | -4 | i
COc1ccc2cc(Br)ccc2c1CC(=O)NC(C)C | i | 2 | i | 9 | i | i | i | i | i | -13 | i
O=C(Cc1cccs1)NCc1cccc(CNC(=O)Cc2cccs2)c1 | i | 1 | i | -6 | i | i | i | i | i | -8 | i
CCn1cc(C(=O)NC2CCCCCC2)c(=O)c2cc(S(=O)(=O)N3CCCCC3)ccc21 | · | 8 | i | 3 | · | · | i | i | · | · | ·
COc1ccc(N2CCN(C(c3cc4ccc(C)cc4[nH]c3=O)c3nnnn3C3CCCC3)CC2)cc1 (centres undefined) | i | 3 | i | 5 | i | i | i | i | i | -23 | i
O=Cc1nc(-c2ccccc2Cl)n2ccccc12 | i | · | i | 10 | i | i | i | i | i | -1 | i
C=C(C)CNC(=S)/N=c1\scc(C)n1CC | i | 17 | i | 3 | i | i | i | i | i | 4 | i
CC1CN(S(=O)(=O)c2cccc(C(=O)NN3CCN(C)CC3)c2)CC(C)O1 (centres undefined) | i | 11 | i | 0 | i | i | i | i | i | -1 | i
COc1cc(C(=O)NC(CCSC)C(=O)OCc2cc([N+](=O)[O-])cc3c2OCOC3)cc(OC)c1OC (centres undefined) | i | 4 | i | -5 | i | i | i | i | i | -20 | i
O=C(CCl)Nc1c(C(=O)Nc2ccc3c(c2)OCCO3)oc2ccccc12 | i | -1 | i | 4 | i | i | i | i | i | -2 | i
CCc1cc(=O)oc2cc(OCC(=O)N3CCC(C(=O)O)CC3)ccc12 | i | 1 | i | -10 | i | i | i | i | i | -7 | i
COc1cc(OC)cc(C(=O)N2CCC(C(=O)c3ccc(F)cc3)CC2)c1 | i | 1 | i | 2 | i | i | i | i | i | -7 | i
COc1cc(C2Nc3cccc4cccc(c34)N2)cc(OC)c1O | · | 4 | i | 2 | · | · | i | i | · | · | ·
COC(=O)CNC(=O)C(Cc1c[nH]c2ccccc12)NC(=O)OC(C)(C)C (centres undefined) | i | -2 | i | 6 | i | i | i | i | i | -4 | i
Cc1nn(-c2ccccc2)c(Cl)c1C1C(C#N)=C(N)Oc2n[nH]c(C)c21 (centres undefined) | i | 6 | i | 0 | i | i | · | i | i | -6 | i
O=C(NC(=S)Nc1ccc(S(=O)(=O)N2CCCC2)cc1)C1CCC1 | i | -7 | i | -1 | i | i | i | i | i | -6 | i
O=C(CN1CCN(c2ccc(F)cc2)CC1)NCc1cccs1 | i | -9 | i | -5 | i | i | i | i | i | -2 | i
CCC(C(=O)NC(CC(=O)O)c1ccc(Cl)cc1)c1ccccc1 (centres undefined) | i | 9 | i | 0 | i | i | i | i | i | -9 | i
Cc1csc2c(N3CCN(C(=O)Nc4ccccc4)CC3)ncnc12 | i | 30 | i | 0 | i | i | i | 25* | 185* | -11 | i
O=C(O)c1cc([N+](=O)[O-])ccc1NCCc1ccccc1 | i | 1 | i | 2 | i | i | i | i | i | -4 | i
CC(OC(=O)/C=C/c1cccc(F)c1)C(=O)NC1CCCCC1C (centres undefined) | i | -2 | i | -1 | i | i | i | i | i | -8 | i
COc1ccc(OC)c(S(=O)(=O)NCc2ccccn2)c1 | i | 4 | i | -1 | i | i | i | i | i | -1 | i
N/C(=N/OCc1cccc([N+](=O)[O-])c1)c1nonc1N | · | 6 | i | -6 | · | · | i | i | · | · | ·
CC1(C)C(=O)Nc2ccccc2N1C(=O)COC(=O)Cc1c(F)cccc1Cl | i | 3 | i | 8 | i | i | i | i | i | -9 | i
CNC(=S)N1CCc2cc(OC)c(OC)cc2C1 | i | 0 | i | 0 | i | i | i | i | i | -2 | i
SMILES | TRPC4 potent | Dyrk1A ADPGlo | KCNK3 inh | HDAC3 inh | KCNQ1 block | KCNK9 block | ANO1 activ | TMEM16A inh | TRPC4 act | hERG rescue | KCNQ1 act
CCn1c(=O)c2cc(C(=O)N(C)c3ccc(OC)cc3OC)sc2c2ccccc21 | i | 13 | i | · | i | i | i | i | i | -10 | i
Cc1c(C(=O)OCCN2CCCCC2)oc2ccccc12 | i | 6 | i | 10 | i | i | i | i | i | -2 | i
Cc1noc(C)c1C(=O)Nc1sc2c(c1C(N)=O)CCC2 | i | 11 | i | -2 | i | i | i | i | i | -6 | i
Cc1cnc(NC(=O)Cc2c[nH]c3ccccc23)s1 | i | 22 | i | -1 | i | i | i | i | i | -8 | i
CC(=O)NC(NC(C)=O)c1ccc(N(C)C)cc1 | i | -4 | i | -1 | i | i | i | i | i | -7 | i
COc1ccc(S(=O)(=O)NC(N)=NCCc2ccccc2)cc1 | i | -4 | i | -3 | i | i | i | i | i | -5 | i
CCOc1ccccc1NC(=O)C1CCN(S(=O)(=O)c2cccc3cccnc23)CC1 | i | 4 | i | 8 | i | i | i | i | i | -7 | i
COc1cc(S(=O)(=O)N2CCN(C)CC2)c(OC)cc1Br | i | 7 | i | 7 | i | i | i | i | i | -3 | i
COc1ccc(CN(CC2CCCO2)C(=O)CN2C(=O)C(C)Oc3ccc(C)cc32)cc1OC (centres undefined) | i | 0 | i | -3 | i | i | i | i | i | -18 | i
O=C(NCc1ccc2c3c(cccc13)C(=O)N2)c1cccs1 | i | -6 | i | · | i | i | i | · | i | -8 | i
CCC(C)NC(=O)c1ccc(C)c(NC(=O)C2=C(C)OCCS2)c1 (centres undefined) | i | -2 | i | 1 | i | i | i | i | i | -6 | i
COc1cc(CNCc2ccccn2)ccc1OCC(=O)NC(C)(C)C | i | -4 | i | -1 | i | i | i | i | i | -8 | i
O=C(CSc1ccccc1C(=O)O)c1ccc(Cl)cc1 | i | 1 | i | -2 | i | i | i | i | i | -4 | i

Bioassay records: PubChem BioAssay, several laboratories
